RGS4 inh = inhibitors of human RGS4; HEK293 M3R/RGS4 inducible, Fluo-4 calcium flux; hits give high values; triggered by carbachol at its EC20; actives 0.45% (n = 310,000); P49798; AID 463165; B-score at 10 µM;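 active = B-score, a plate-corrected calcium signal, over three deviations above library mean, with baseline fluorescence within five deviations of library mean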;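 also: RGS4 expression induced by doxycycline in cells with stable M3 receptor; B-score is computed from the integrated fluorescence ratio over baseline after carbachol; higher B-score means a larger calcium signal and so more RGS4 inhibition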
Target sequence (P49798 whole entry, looked up): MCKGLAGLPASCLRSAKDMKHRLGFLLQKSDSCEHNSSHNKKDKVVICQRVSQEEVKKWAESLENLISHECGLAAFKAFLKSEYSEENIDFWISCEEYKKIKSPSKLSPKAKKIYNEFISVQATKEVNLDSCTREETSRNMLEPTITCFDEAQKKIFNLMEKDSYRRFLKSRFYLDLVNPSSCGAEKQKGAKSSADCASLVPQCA
MrgX1 antagonist = blocks BAM8-22 activation of human MrgX1 receptor; MRGX1-HEK293 calcium flux, Fluo-4, BAM8-22 antagonism; hits give low values; B-score at 10 µM; actives 1.3% (n = 310,000);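 active = calcium-response B-score plate-corrected more than 3 library SD below zero, starting fluorescence within 5 deviations, no agonist response on first addition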;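 also: peak minus trough fluorescence over baseline after final BAM8-22 challenge near maximal dose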
Target sequence (Q96LB2 whole entry, looked up): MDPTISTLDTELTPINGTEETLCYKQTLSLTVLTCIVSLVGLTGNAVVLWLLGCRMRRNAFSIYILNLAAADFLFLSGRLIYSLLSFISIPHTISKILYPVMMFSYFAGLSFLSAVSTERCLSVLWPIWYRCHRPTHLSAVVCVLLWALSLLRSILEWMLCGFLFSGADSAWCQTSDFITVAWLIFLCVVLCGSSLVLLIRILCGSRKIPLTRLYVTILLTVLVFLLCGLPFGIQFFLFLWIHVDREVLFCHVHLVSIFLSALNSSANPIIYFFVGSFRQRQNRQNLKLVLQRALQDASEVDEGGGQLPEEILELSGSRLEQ
TRPC4 agonist = TRPC4 (mouse) channel activation; B-score at 10 µM; Q9QUQ5; actives 0.49% (n = 310,000); HEK293 TRPC4beta/mu-opioid, Fluo4 calcium fluorescence; hits give high values; AID 2237;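 active = B-score above 5 SD of library B-scores, and initial fluorescence ratio not above library mean plus 5 SD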;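 also: positive B-score marks a calcium rise read as TRPC4 activation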
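Assay system: HEK293 cells stably co-expressing mouse TRPC4beta and mu-opioid receptor / Timing: Fluo4 dye loading 45 min at room temperature, 110 s recording / Signal: Fluo4 calcium-sensitive dye fluorescence, kinetic, 1 Hz baseline / Read-out: integrated baseline-normalised fluorescence ratio, converted to per-well B score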
MrgX1 PAM = human MrgX1 positive allosteric modulation, primary screen; Q96LB2; MrgX1-HEK293, Fluo-4 calcium flux, FDSS; hits give high values; B-score at 10 µM; actives 0.63% (n = 310,000);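 active = plate-corrected calcium response at least 3 library SD above typical, normal starting fluorescence, not activating the receptor alone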;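 also: compound read alongside a low EC10 to EC30 dose of BAM8-22 agonist; peak minus trough fluorescence over baseline measured at the second addition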
MrgX1 agonist = human MrgX1 receptor agonism, primary screen. B-score at 10 µM. actives 0.44% (n = 310,000). MrgX1-HEK293 cells, Fluo-4 calcium fluorescence, agonist mode; hits give high values. AID 588627;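 active = calcium response B-score plate-corrected fluorescence ratio at least 3 library SD, with starting fluorescence B-score inside 5 SD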
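times = overnight plating, then 30 min 37 °C plus 30 min room-temperature dye loading | assay system = stable human MrgX1 HEK293 cell line | input = fifteen thousand cells per well | signal = kinetic calcium dye fluorescence, Fluo-4 NW | dosing = compound delivered in addition one of three | read-out = B-scored fluorescence response ratio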
TRPC6 inh = mouse TRPC6 channel inhibition | HEK293-TRPC6, membrane potential dye, ACh-evoked depolarization; hits give low values | B-score at 10 µM | actives 1.1% (n = 310,000);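 active = B-score under library mean minus 3 SD, initial fluorescence not abnormally high, positive integrated signal ratio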;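 also: B-score derived from integrated fluorescence ratio over the kinetic read; more negative B-score means stronger inhibition of depolarization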
TRPC4 PAM = allosteric potentiators of mouse TRPC4 channel | HEK293 TRPC4beta/mu-opioid, DAMGO EC20, Fluo-4 Ca2+ flux; hits give high values | Q9QUQ5 | actives 0.42% (n = 310,000) | B-score at 10 µM;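 active = B-score of calcium response area above 5 SD of library B-scores, with initial fluorescence ratio within 5 SD of library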;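 also: B-score of integrated fluorescence ratio over time as area under calcium response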
TMEM16A act = activates or potentiates the mouse TMEM16A chloride channel. actives 0.3% (n = 340,000). HEK293 TMEM16A/YFP-H148Q/I152L, iodide quench fluorescence; hits give low values. B-score at 10 µM. AID 623877;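 active = fluorescence-ratio B-score plate-corrected deviation score at least 3 library SD below zero, with starting fluorescence score within 5 deviations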;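 also: channel opened by trigger with iodide after compound preincubation; score built on the fluorescence ratio of max minus min over baseline; more negative score means more quench and so TMEM16A activation or potentiation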
TRPC6 act = activators of mouse TRPC6 channel; HEK293-TRPC6 membrane potential dye fluorescence; hits give high values; B-score at 10 µM; actives 0.13% (n = 310,000); AID 2550;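 active = B-score of the integrated fluorescence ratio above library mean plus 3 SD, and starting fluorescence ratio within library mean plus 5 SD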;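 also: higher score means more depolarization so channel activation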
ANO1 block = blocks the mouse calcium-activated chloride channel TMEM16A; Q8BHY3; HEK293 TMEM16A/YFP iodide influx fluorescence, ionomycin; normalized B-score (activity score, 25-100; higher = stronger inhibition) at 10 µM; actives 1.2% (n = 310,000); AID 588511;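 active = ratio plate-corrected score three or more library SD toward inhibition, starting fluorescence score within five deviations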;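 also: score derived from kinetic fluorescence span divided by baseline fluorescence per well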
TRPC4 block = TRPC4 (mouse) channel inhibition; HEK293 TRPC4beta/mu-opioid, DAMGO-evoked Fluo4 calcium flux; hits give low values; B-score at 10 µM; actives 0.39% (n = 300,000);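 active = B-score over 3 SD under the library average, no early fluorescence shift, positive overall ratio signal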
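test system = HEK293 cells with stable TRPC4beta plus mu-opioid receptor expression | detection = Fluo4 Ca2+ flux fluorescence | read-out = integrated fluorescence ratio relative to baseline, converted to per-well B score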
* = called active by the depositor; i = inactive; / = not tested or not shown. Compounds as they come; any-hit rate near 5.8%.

SMILES	RGS4 inh	MrgX1 antagonist	TRPC4 agonist	MrgX1 PAM	MrgX1 agonist	TRPC6 inh	TRPC4 PAM	TMEM16A act	TRPC6 act	ANO1 block	TRPC4 block
CCn1c(SC(C)C(=O)NCC2CCCO2)nc2scc(-c3ccccc3)c2c1=O (configuration not stated)	i	i	i	i	i	i	i	i	i	i	i
CCN1CCCC1CNC(=O)C1c2cc(OC)c(OC)cc2C(=O)N(C)C1c1cccnc1 (configuration not stated)	i	i	i	i	i	i	i	i	i	i	i
O=C(CSCc1cc(=O)n2nc(C3CC3)sc2n1)Nc1ccc(F)cc1	i	i	i	i	i	i	i	i	i	i	i
O=C(Nc1ccc(OC(F)(F)F)cc1)c1ccc(S(=O)(=O)N2CCOCC2)o1	i	i	i	i	i	i	i	i	i	i	i
CCOC(=O)C1CCN(C(=O)c2cc(COc3ccc(OC)c4ccccc34)on2)CC1	i	i	i	i	i	i	i	i	i	i	i
COc1ccc(C2Nc3ccccc3C(=O)N2O)cc1OC (configuration not stated)	i	i	i	i	i	i	i	i	i	i	i
CCSc1nc2c(c(=O)[nH]1)C(c1cccs1)C(C(=O)OC)=C(C)N2 (configuration not stated)	i	i	i	i	i	i	i	i	i	i	i
NC(=O)c1nn(-c2ccc(Oc3ccccc3)cc2)c(=O)cc1O	i	i	i	i	i	i	i	i	i	i	i
CN1CCN(CC(C)(C)NS(=O)(=O)c2ccc(Cl)cc2)CC1	i	i	i	i	i	i	i	i	i	i	i
COc1ccccc1C(=O)Nc1ccc(Oc2ncnc3sc(-c4ccccc4)cc23)cc1	i	i	i	i	i	i	i	i	i	i	i
CCN(CC)S(=O)(=O)c1cccc(C(=O)N2CC(O)CC2C(=O)OC)c1 (configuration not stated)	i	i	i	i	i	i	i	i	i	i	i
CC(=O)Nc1ccc(C(=O)OCC(=O)NC2CCCCCCC2)cc1	i	i	i	i	i	i	i	i	i	i	i
CN(C)N=Nc1nc2c(c(=O)n(C)c(=O)n2C)n1C	i	i	i	i	i	i	i	i	i	i	i
COc1ccccc1N(C(=O)CCl)c1cn(C(C)=O)c2ccccc12	i	i	i	i	i	i	i	i	i	i	i
CC(C)CNC(=O)NC(=O)COc1ncnc2sccc12	i	i	i	i	i	i	i	i	i	i	i
CCCSc1nc(O)c(C2OC(=O)c3c2ccc(OC)c3OC)c(=O)n1C (configuration not stated)	i	i	i	i	i	i	i	i	i	i	i
CN(C)NC(=O)C12CCC(C)(C(=O)O1)C2(C)C (configuration not stated)	i	i	i	i	i	i	i	i	i	i	i
Cc1ccc(NC(=O)Nn2cnnc2)cc1	i	i	i	i	i	i	i	i	i	i	i
CCOC(=O)c1ccc(NC(=O)c2cc(C)nn2-c2ccccc2)cc1	i	i	i	i	i	i	i	i	i	i	i
CCC1=C(OC(=O)N(CC)CC)N2C(=O)OC(=NCc3ccccc3)[C@]2(C)[C@H]2C1=CC[C@H]1C(=O)N(CC(=O)OC)C(=O)[C@H]12	i	i	i	i	i	i	i	i	i	i	i
COc1cccc(C(C(=O)NC2CCCC2)N(Cc2ccco2)C(=O)c2ccco2)c1OC (configuration not stated)	i	i	i	i	i	i	i	i	i	i	i
O=C(Nc1nc(-c2ccc3ccccc3c2)cs1)c1ccc(N2C(=O)CCC2=O)cc1	i	i	i	i	i	i	i	i	i	i	i
CCN(CC)c1ccc(C=Nc2cc(C)ccc2C)c(O)c1	i	i	i	i	i	i	i	i	i	i	i
NC(=O)c1nn(-c2cccc(Cl)c2)c(=O)cc1O	i	i	i	i	i	i	i	i	i	i	i
COc1cc(/C=N/N2CCN(C3c4ccccc4-c4ccccc43)CC2)cc(OC)c1O	i	i	i	i	i	i	i	i	i	i	i
O=C(O)CNC(=O)/C(=C\c1ccco1)NC(=O)c1ccco1	i	i	i	i	i	i	i	i	i	i	i
CCn1cc(C(=O)N2CCN(c3cccc(C)c3C)CC2)c(=O)c2ccc(C)nc21	i	i	i	i	i	i	i	i	i	i	i
N/C(CC1CC1(Cl)Cl)=N\OC(=O)c1ccccc1 (configuration not stated)	i	i	i	i	i	i	i	i	i	i	i
O=C(N/N=C/c1ccc(OCCCF)cc1)c1ccc(C(F)(F)F)cc1	i	i	i	i	i	i	i	i	i	i	i
O=C(CCl)N(CCc1ccccc1)CCc1ccccc1	i	i	i	7.7*	i	i	i	i	i	i	i
COc1ccc(C2CC(O)(c3ccccc3)Oc3cc(OC)c(OC)c(OC)c32)cc1 (configuration not stated)	i	i	i	i	i	i	i	i	i	i	i
CCCn1c2ccccc2c2nnc(SCC(=O)Nc3nnc(CC(=O)OCC)s3)nc21	i	i	i	i	i	i	i	i	i	i	i
CC(=O)Nc1ccc(S(=O)(=O)N/N=C/c2ccc(C)s2)cc1	i	i	i	i	i	i	i	i	i	i	i
CCC(C)(C)NC(=O)CN(CCc1cccc(C)c1)C(=O)c1csnn1	i	i	i	i	i	i	i	i	i	i	i
CCOC(=O)c1c(C)[nH]c(C(=O)CSc2nccc(C)n2)c1C	i	i	i	i	i	i	i	i	i	i	i
Cc1cc(C)cc(OCC(=O)NCCc2nc3ccccc3[nH]2)c1	i	i	i	i	i	i	i	i	i	i	i
O=C(Nc1ccc(NC(=O)c2ccco2)nc1)c1ccco1	i	i	i	i	i	i	i	i	i	i	i
CCOC(=O)C(=O)/C(C#N)=C/Nc1ccccc1	i	i	i	i	i	i	i	i	i	i	i
CC(Oc1ccc2ccc(=O)oc2c1)C(=O)NC1CC(C)(C)NC(C)(C)C1 (configuration not stated)	i	i	i	i	i	i	i	i	i	i	i
CCOC(=O)c1sc(=NC(=O)c2cccc(OC)c2)n(C)c1C	i	i	i	i	i	i	i	i	i	i	i
COC(=O)c1ccc(N2CCOCC2)c(NC(=O)c2ccc3c(c2)OCCO3)c1	i	i	i	i	i	i	i	i	i	i	i
COc1ccc(NC(=O)c2cc([N+](=O)[O-])ccc2O)cc1	i	i	i	i	i	i	i	i	i	i	i
CC1SCC(=O)N(CC(=O)NCCc2ccccc2)C1=O (configuration not stated)	i	i	i	i	i	i	i	i	i	i	i
Cc1cc(NC(=O)c2cc3ncc(Br)cn3n2)no1	i	i	i	i	i	i	i	i	i	i	i
O=[N+]([O-])c1cccc(/C=C2\CCC(/C=N/Nc3ccc4ccccc4n3)=C2N2CCOCC2)c1	i	i	i	i	i	i	i	i	i	i	i
Cc1cc(Cl)cc(C)c1OCCCCN1CCOCC1	i	i	i	i	i	i	i	i	i	i	i
O=C(Cn1c(CO)nc2ccccc21)NC1CCCCCC1	i	-10*	i	i	i	i	i	i	i	i	i
CC(C)C(NS(=O)(=O)c1ccc2c(c1)C(C)(C)C(=O)N2C)C(=O)NCc1ccc(F)cc1 (configuration not stated)	i	i	i	i	i	i	i	i	i	i	i
O=C(CN1C(=O)c2cccnc2Oc2ccc(Cl)cc21)NCCc1ccccc1	i	i	i	i	i	i	i	i	i	i	i
Clc1ccccc1CSc1ncn(-c2ccccc2)n1	i	i	i	i	i	i	i	i	i	i	i

The results go on.
SMILES	RGS4 inh	MrgX1 antagonist	TRPC4 agonist	MrgX1 PAM	MrgX1 agonist	TRPC6 inh	TRPC4 PAM	TMEM16A act	TRPC6 act	ANO1 block	TRPC4 block
O=C(Nc1ccc(Cl)cc1)N1CCOCC1	i	i	i	i	i	i	i	i	i	i	i
N#Cc1c(Nc2ccccc2)c(C=NCCN2CCOCC2)c[nH]c1=O	i	i	i	i	i	i	i	i	i	i	i
Cc1nnc(NC(=O)c2cccc(S(=O)(=O)N3CCc4ccccc43)c2)s1	i	i	i	i	i	i	i	i	i	i	i
Cc1ccc(S(=O)(=O)NC(=O)Nc2ccccc2F)cc1	/	i	/	i	i	/	/	i	/	i	/
COc1ccccc1NC(NC(=O)c1ccco1)C(=O)c1ccccc1 (configuration not stated)	i	i	i	i	i	i	i	i	i	i	i
NC(CCCCc1ccccc1)c1cccc2ccccc12 (configuration not stated)	i	i	i	i	61*	-7.9*	i	/	i	25*	i
Cc1nn(C)c(C)c1CN(C)C(=O)c1nn2c(c1Br)NC(c1cccs1)CC2C(F)(F)F (configuration not stated)	i	i	i	i	i	i	i	i	i	i	i
CC(Oc1cccc2ccccc12)C(=O)N/N=C/c1cccnc1 (configuration not stated)	i	i	i	i	i	i	i	i	i	i	i
CCCCS(=O)(=O)NC1=NCN(Cc2ccco2)CN1	i	i	i	i	i	i	i	i	i	i	i
CCn1c(=O)n(CC)c2cc(N3CCCC3)c(NC(=O)c3cccc(C)c3)cc21	i	i	i	i	i	i	i	i	i	i	i
C=CCn1c(SCC#N)nnc1-c1ccc2ncccc2c1	i	i	i	i	i	i	i	i	i	i	i
COCCNC(=O)c1cccc(OC2CCN(Cc3ccc(OC(F)F)cc3)CC2)c1	i	i	i	i	i	i	i	i	i	i	i
CCN(C(=O)Cc1cccs1)c1nnc(-c2cccnc2)s1	/	i	/	i	i	/	/	i	/	i	/
COc1cccc(OCC(O)CN2CCN(c3ccccn3)CC2)c1 (configuration not stated)	i	i	i	i	i	i	i	i	i	i	i
Cc1ccccc1C(=O)NC1CCN(Cc2nnnn2C2CCCC2)CC1	i	i	i	i	i	i	i	i	i	i	i
CCOC(=O)CNC(=O)C(Cc1ccccc1)NS(=O)(=O)c1cccs1 (configuration not stated)	/	i	/	i	i	/	/	i	/	i	/
CCCCNC(=S)Nc1ccc2nc3n(c(=O)c2c1)CCCCC3	i	i	i	i	i	i	i	i	i	i	i
Cc1cccc(NC(=O)C(C)OC(=O)c2ccccc2NS(=O)(=O)c2cc(C)c(C)c([N+](=O)[O-])c2)c1 (configuration not stated)	i	i	i	i	i	i	i	i	i	i	i
CCCCc1cc(=O)oc2cc(OCC(=O)N3CCC(C(N)=O)CC3)ccc12	i	i	i	i	i	i	i	i	i	i	i

Assay outcomes: PubChem BioAssay, Johns Hopkins Ion Channel Center
